Screening results (PubChem)
AID inh: Primary qHTS assay for inhibitors of Activation Induced Cytidine Deaminase (AID): AID signal; AID 1347428, 2020; Single-stranded DNA cytosine deaminase (Homo sapiens), Q9GZX7; AID deamination FRET fluorescence, UDG-coupled, 4 h; Potency, µM (highest dose often 115 µM), inactives show at the highest dose activity change, negative = inhibition, most hits filed as inhibitors; 91,000 compounds, 0.32% hits; note: nearly all actives have a fitted effect of over 25% in size
Target sequence (Q9GZX7 whole entry, looked up): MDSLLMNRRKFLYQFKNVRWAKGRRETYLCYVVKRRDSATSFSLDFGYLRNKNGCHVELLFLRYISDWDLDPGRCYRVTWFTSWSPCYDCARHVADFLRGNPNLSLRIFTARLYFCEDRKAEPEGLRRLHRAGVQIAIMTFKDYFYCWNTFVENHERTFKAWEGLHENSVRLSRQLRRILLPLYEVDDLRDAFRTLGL
UDG counter: Primary qHTS assay for inhibitors of Activation Induced Cytidine Deaminase (AID): UDG Counterscreen signal; Uracil-DNA glycosylase; 91,000 compounds, 0.14% hits; FRET deamination/UDG coupled assay, UDG read, 4 h; Potency, µM (highest dose often 115 µM), inactives show at the top dose activity change, negative = inhibition, hits mostly inhibitors; note: nearly all actives have a fitted effect of over 65% in size
* hit, by the source's call; ? = inconclusive; & = joins results of further samples; [ ] = dose if it differs, or a comment. Calls come from the whole dose curve; as a rule, active = well fitted curve in the direction sought with a large enough effect; inconclusive = small, poorly fitted or top-dose-only effect, or another doubt; inactive = no such curve, though single readings can be large; an effect the other way counts as inactive or inconclusive. % is set by controls: 0 for no effect and ±100 for the full control effect; potency is the fitted concentration of half-maximal effect. Some of the compounds tested; count on the stated rates, not on these rows.

SMILES | AID inh | UDG counter
CCOC(=O)c1cc2c(=O)n3ccccc3nc2n(Cc2ccco2)c1=NC(=O)c1ccccc1OC | -12.6% | -2.6%
COc1ccccc1-c1nc(S(=O)(=O)c2ccccc2)c(N2CCC(C)CC2)o1 | ? | -23.6%[57.5 µM]
CCc1ccccc1NS(=O)(=O)c1ccc2[nH]cc(C(=O)N3CCCCC3)c(=O)c2c1 | 1.6% | -15.8%[57.5 µM]
Cc1ccc(C(=O)Nc2ccccc2C(C)(C)C)cc1F | -5.4% | -3.3%
CCCCNc1cc(NC2CCCCC2)c2c3c(onc13)-c1ccccc1C2=O | 14.6% | 17.9%
CCC(Cc1ccccc1)NC(=O)Cn1ncc2c3ccccc3n(Cc3ccc(F)cc3)c2c1=O (stereo not drawn) | 2.7% | 7.9%
CCc1ccccc1NC(=O)c1sc2nc3c(cc2c1N)CN(Cc1ccccc1)CC3 | 48.9%[activator] | 4.9%[57.5 µM]
Cc1ccc(SC2CC(C)OC2=O)cc1C (stereo not drawn) | -3.4% | -1.5%
CN1CCN(C(C(=O)O)c2cn(CC(=O)O)c3cc(Br)ccc23)CC1 (stereo not drawn) | 10.6% | 6.4%
O=C(Nc1cc(F)ccc1F)c1nn(-c2ccccc2)c(=O)c2ccccc12 | -2.9% | -3.0%
O=C(/C=C/c1ccccn1)Nc1cccc(OC2CCCC2)c1 | -15.3% | -9.8%
O=C(COc1ccc2ccc(=O)oc2c1)NC(=O)NC1CCCC1 | 0.3% | 8.5%
CCOc1cc(/C=C(/C#N)c2ccccn2)ccc1OCC(F)(F)F | -12.3% | -3.8%
Cc1ccc2nc(/C(C#N)=C/c3cccc(O)c3)[nH]c2c1 | 8.5% | -0.2%
O=S(=O)(c1ccc2ccccc2c1)N(Cc1ccco1)Cc1cccs1 | -20.2% | -5.0%
Cc1cccc(-c2nc3c(cnn3-c3ccccc3)c(=O)n2-c2ccc(Br)cc2)c1 | -14.8% | -8.7%
COC(=O)c1ccc(COC(=O)c2cc3ccccc3s2)o1 | -2.7% | 2.6%
Cc1ccc(C(C)NC(=O)Nc2ccc(Cl)cc2F)cc1C (stereo not drawn) | -3.0% | 9.0%
O=C(Cn1cnc2ccccc2c1=O)Nc1ccc2oc(C3CC3)nc2c1 | -3.5% | -2.2%
Cc1nn(CC(=O)N2CCCCC2)c(=O)c2cc3occc3n12 | 37.8%[activator] | -16.3%
Cc1ccc(NC(=O)c2c(C)oc3ncnc(N4CCCCC4)c23)cc1Cl | -2.5% | ?
O=C(c1nc(-c2cccnc2)no1)N1CCN(c2ccc(F)cc2)CC1 | 0.9% | 0.6%
CC(C)(C)c1ccc(C(=O)NC(Cc2c[nH]c3ccccc23)C(=O)OCC(=O)c2ccc(Br)cc2)cc1 (stereo not drawn) | 36.7%[activator] | 32.0%[activator]
CC(O)C(NC(=O)c1cc(Cl)ccc1F)C(=O)O (stereo not drawn) | -11.4% | -3.4%
COc1ccccc1/C=C/C(=O)C12CC3CC(CC(C3)C1)C2 | -11.3% | 3.5%
SMILES | AID inh | UDG counter
CCc1ccc(C(=O)C(C)Sc2nc3ccccc3c(=O)n2CCC(=O)OC)cc1 (stereo not drawn) | -11.7% | -1.8%
O=C(OCC1(COC(=O)c2ccc(F)cc2)CCCC(COC(=O)c2ccc(F)cc2)(COC(=O)c2ccc(F)cc2)C1=O)c1ccc(F)cc1 | 5.4% | -6.6%
CCN1CCN(c2nc(Nc3ccc(Cl)cc3)c3nccnc3n2)CC1 | -0.4% | -5.2%
Fc1ccc(Oc2nc3ccccc3s2)c(Br)c1 | -3.5% | -9.6%
Nc1nc(Nc2cccc(Cl)c2)sc1C(=O)c1ccc(F)cc1 | -1.7%&5.4% | -7.5%&-16.3%
CC(=O)N(CCC1(C(C)C)CCOC(C)(C)C1)Cc1ccccc1 (stereo not drawn) | -2.1% | 0.6%
O=C(CN1CCN(Cc2ccc(F)cc2)C1=O)NCc1ccc(F)cc1 | -15.7% | -7.1%[57.5 µM]
O=C(Nc1ccc(F)c(Cl)c1)N1CCC(CN2CCOCC2)CC1 | 8.9% | -2.8%
CCN(c1ccccc1C)S(=O)(=O)c1ccc(N2CCCCS2(=O)=O)cc1 | 1.2% | 6.0%
CC(C)(C=O)Cc1cc(C(C)(C)C)c(O)c(C(C)(C)C)c1 | -15.3% | -4.9%
CC(=O)c1ccc(S(=O)(=O)NCCc2cccc3cccnc23)cc1 | -1.2% | 1.0%
CCc1ccccc1NC(=O)Cn1c(=O)ccc2cc(S(=O)(=O)N3CCC(C)CC3)ccc21 | 7.9% | -5.1%
Cc1cc(C(F)(F)F)c(C#N)c(=S)[nH]1 | 0.9% | 0.0%
O=C(NC1CCCCC1)c1c[nH]c2ccc(S(=O)(=O)Nc3ccccc3F)cc2c1=O | ? | -6.8%[57.5 µM]
Cc1c(C(=O)NCc2ccccc2Cl)cccc1-n1cnc2cccnc21 | 24.5% | ?
Cc1ccc(C)c(C(=O)CSc2nnnn2C)c1 | 8.8% | -4.2%
COC(=O)c1cc2oc(C)cc2n1Cc1cccc(Cl)c1 | -18.5% | -2.3%
CC(C)c1ccc(NC(=O)COC(=O)Cn2cnc3c2c(=O)n(C)c(=O)n3C)cc1 | -3.0% | -5.8%
COc1ccc(NC(=O)C(Cc2ccccc2)NS(=O)(=O)c2ccc3c(c2)oc(=O)n3C)c(OC)c1 (stereo not drawn) | ? | -25.8%
CCc1ccccc1NC(=O)CN1C(=O)CCSc2ccc(S(=O)(=O)N3CCCC3)cc21 | 2.2% | -6.0%
CCOC(=O)CNC(=O)N1CCc2cc(S(=O)(=O)N3CCC(C)CC3)ccc21 | 1.8% | -2.7%
COCCCNC(=O)/C=C/C(=O)O | -0.4% | -1.1%
COc1cc(OC)c(OC)cc1/C=C1\Oc2cc(OC(=O)c3ccc(C(C)(C)C)cc3)ccc2C1=O | -3.7% | -6.0%
CC(c1ccccc1)N(C)C(=O)CSc1cc(C(=O)NC2CC2)c2ccccc2n1 (stereo not drawn) | -8.4% | 2.0%
CC(Sc1ccc2ccccc2n1)C(=O)NC1(C#N)CCCCC1 (stereo not drawn) | -13.1% | -4.8%

Compound profiles, as listed above.
CCc1ccccc1NC(=O)CN1C(=O)CCSc2ccc(S(=O)(=O)N3CCCC3)cc21 in the list: AID inh: 2.2%; UDG counter: -6.0%
COc1ccc(NC(=O)C(Cc2ccccc2)NS(=O)(=O)c2ccc3c(c2)oc(=O)n3C)c(OC)c1 (stereo not drawn) in the list: AID inh: ?; UDG counter: -25.8%

Next section
SMILES | AID inh | UDG counter
CC(=O)N1CCc2cc(S(=O)(=O)NC(Cc3ccccc3)C(=O)NCc3ccccc3)ccc21 (stereo not drawn) | 3.2% | 42.9%[activator]
COc1ccc(CCN2C(=O)N(c3ccc(F)cc3)C(=O)C2CC(=O)Nc2ccccc2)cc1OC (stereo not drawn) | 3.3% | -25.9%
O=C(CCn1c(=O)c2cccn2c2cccnc21)NCc1ccccc1Cl | -0.1% | 5.9%
Cc1ccc(C(Nc2ccccn2)c2ccc3cccnc3c2O)cc1 (stereo not drawn) | 11.6%[57.5 µM] | -2.5%[57.5 µM]
Cc1cccc(CNS(=O)(=O)c2csc(C(N)=O)c2)c1 | 3.7% | 2.7%
Cc1cc(C(=O)O)ccc1-c1ccc(/C=N/O)o1 | 0.4% | -11.1%
CCCC(=O)Nc1oc2c(C)cccc2c(=O)c1-c1ccccc1 | -7.4% | -2.8%
CCOC(=O)c1c(C)[nH]c(C(=O)COc2cc(Cl)ccc2Cl)c1C | 5.0% | -1.9%
O=C(Nc1ccccc1)c1ccc(CSc2ccc3c(c2)OCCCO3)cc1 | -9.1% | -8.2%
CCOC(=O)Cc1c(C(=O)OCC)nnc2c(-c3ccccc3)c(C)nn12 | -28.7% | 2.1%
CC(C)CN(CC(C)C)C(=O)C1CCCN(S(=O)(=O)c2ccc3c(c2)oc(=O)n3C)C1 (stereo not drawn) | 22.7% | 1.0%
CCOC(=O)c1cnc2c(C)cccc2c1Nc1ccc(C(C)=O)cc1 | 1.1% | -10.7%
Cc1ccc2c(=O)c(S(=O)(=O)c3ccccc3)cn(CC(=O)Nc3ccc4c(c3)OCCO4)c2n1 | 26.1% | 7.8%
Cn1ccc2ccc(C(=O)Nc3nnc(C4CC4)s3)cc21 | 28.3% | 7.4%
COc1ccc(CNC(=O)c2cccc(N3CCCS3(=O)=O)c2)cc1OC | 7.5% | 0.7%
NS(=O)(=O)c1ccc(CCNC(=O)c2nc(SCc3ccccc3F)ncc2Cl)cc1 | 14.7% | -24.9%
O=C(NCC(c1cccnc1)N1CCOCC1)C(=O)Nc1ccc(Cl)cc1 (stereo not drawn) | -4.2% | -4.1%
Cc1cc(O)c(C(c2ccccc2)N2CCN(c3ccccc3F)CC2)c(=O)n1Cc1ccco1 (stereo not drawn) | -1.0% | 2.9%
Fc1cccc(/C=N/Nc2ccc(Cl)c(Cl)c2)c1 | -12.3% | -13.5%
CC1CCC(=NNC(=S)NC2CCCCC2)CC1 (stereo not drawn) | 1.3% | 2.9%
CC(=O)Nc1cccc(NC(=O)CCc2c(C)[nH]n(-c3ccc(F)cc3)c2=O)c1 | -10.0% | -14.1%
Cc1[nH]c2ccccc2c1C(=O)C(C#N)C(=O)C1CC=CCC1 (stereo not drawn) | -5.4% | 4.2%
Cc1cc(-c2nc3ncccc3o2)ccc1NC(=O)COc1ccc(C(C)(C)C)cc1 | 8.7% | 3.6%
CCC(CC)C(=O)N1CCc2cc(OC)c(OC)cc2C1COc1ccc(F)cc1 (stereo not drawn) | ? | -17.8%
CC1(C)C(=O)N(CCN2CCC(C(=O)c3ccc(F)cc3)CC2)c2ccccc21 | -9.3% | 0.8%
SMILES | AID inh | UDG counter
CCn1c(=O)c2c(nc3n2CCN3c2ccc(OC)cc2)n(C)c1=O | -13.7% | -7.1%
Cc1oc(-c2ccc(C(=O)NCc3ccc(N(C)C)cc3)cc2)nc1COc1ccccc1 | -8.6%[57.5 µM] | 2.2%[57.5 µM]
COc1ccc(OC)c(C2CC(=O)Nc3ccc4ccccc4c32)c1 (stereo not drawn) | -26.1% | -10.1%
C/C(=N/O)c1cnn(-c2ccccc2)c1C | -7.6% | -10.0%
COCCN(CCOC)S(=O)(=O)c1ccc(C(=O)Nc2sc3c(c2C(=O)OC)CCN(C)C3)cc1 | -3.0% | -0.7%
CCCCNC(=O)CSc1nc2nc(C)c(Cc3ccccc3C)c(C)n2n1 | ? | -5.8%
CCCCn1cnc2c1c(=O)[nH]c(=O)n2CC(C)C | 1.4% | 1.2%
O=C(c1cc2ccccc2oc1=O)N1Cc2ccccc2C(c2ccccc2)C1 (stereo not drawn) | -7.6% | 0.5%
COc1ccc(OC(C)C(=O)NCc2nc(-c3ccc(Cl)cc3)no2)cc1 (stereo not drawn) | ? | -19.1%[57.5 µM]
CC(C)c1ccc(S(=O)(=O)N2CCN(CCS(=O)(=O)CCC(N)=O)CC2)cc1 | -2.8% | -5.1%
CC(C)(C)c1ccc(CN(Cc2ccccc2)C(=S)Nc2ccc(Br)cc2)cc1 | -13.5% | -6.1%
Cc1ccccc1-n1c(SCCOc2ccccc2Cl)nnc1-c1ccc(C(C)(C)C)cc1 | -14.9% | -7.7%
COC(=O)CCOc1ccc(S(=O)(=O)Nc2ccc(F)c(F)c2)cc1 | -2.0% | 5.2%
CCOc1ccc(CCNC(=O)CSc2nc3ccccc3nc2Cc2ccc(C)cc2)cc1OCC | ? | -20.7%
CCOC(=O)c1cc(-c2ccccc2)n(-c2cccc(C(=O)Nc3cccc(F)c3)c2)c1C | -4.3% | 38.2%[activator]
COc1ccccc1NC(=O)c1oc2ccccc2c1NC(=O)C1CCCCC1 | 6.1% | -8.9%
O=C(CCCSc1nc2ccccc2s1)NCc1ccccc1F | -12.0% | -1.2%
CN1CCN(S(=O)(=O)c2ccc(N3CCN(c4cccc(Cl)c4)CC3)nc2)CC1 | 0.0% | -3.2%
CCC(C)NC(=O)c1sc2nc3n(c(=O)c2c1C)CCC3 (stereo not drawn) | -12.7% | 3.6%
COc1ccc(NC(=O)c2ccco2)cc1NC(=O)COc1cc(C)ccc1C(C)C | 0.8% | -1.4%
CCN(CC)C(=O)CN1CCN(c2nc(C)c3c(c2C#N)CC(C)(C)OC3)CC1 | -3.0% | 3.2%
COC(=O)c1cnc(N2CCN(c3ccc(F)cc3)CC2)c2ccccc12 | -8.2% | -9.8%
CCOc1ccc(C(=O)CSc2nnc3ccccn23)cc1 | -3.6% | -4.9%
CCOc1ccc(-n2c(SCC(=O)Nc3cc(C)on3)nc3c([nH]c4ccccc43)c2=O)cc1 | -4.8% | -14.3%
CC(Nc1ccc(F)cc1)c1nc(-c2ccco2)no1 (stereo not drawn) | -3.3% | 1.4%
COc1cc(/C=C/c2nc3ccccc3s2)cc(OC)c1OC | -22.1% | -16.7%
COc1cc(CN(C(=O)c2ccc3c(c2)NC(=O)CS3)C2CC2)ccc1OC(F)F | 6.7% | 2.7%
COc1ccc(N2CC(C)Cn3c2nc2c3c(=O)[nH]c(=O)n2C)cc1 (stereo not drawn) | -2.7% | -2.5%
COc1ccc(N2CCN(CCCNC(=O)Cn3c(-c4cccs4)cc4ccccc43)CC2)cc1 | 11.6% | 7.2%

Structures above with a COOH group:
SMILES | AID inh | UDG counter
CN1CCN(C(C(=O)O)c2cn(CC(=O)O)c3cc(Br)ccc23)CC1 (stereo not drawn) | 10.6% | 6.4%
CC(O)C(NC(=O)c1cc(Cl)ccc1F)C(=O)O (stereo not drawn) | -11.4% | -3.4%
COCCCNC(=O)/C=C/C(=O)O | -0.4% | -1.1%
Cc1cc(C(=O)O)ccc1-c1ccc(/C=N/O)o1 | 0.4% | -11.1%
